Bioassay records from PubChem.
LEDGF integ inh: blocks HIV-1 LEDGF/p75-dependent DNA integration | TR-FRET IN-LEDGF/p75 DNA integration, Eu/Cy5 | 370,000 tested, 0.64% active | inhibition, % at 3.7 µM;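 active means inhibition above the screen-wide mean plus 3 SD, cut at about 13% in these data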;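 further: signal is the Cy5 over europium emission ratio at 671 and 618 nm; 0% = plate median of compound wells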
rCAG binder: r(CAG) repeat RNA binding | TO-PRO-1 dye displacement fluorescence | inhibition, % at 3 µM | 370,000 tested, 1.3% active;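 active means inhibition above the plate cutoff, the mean of all test compounds on that plate plus 3 SD, cut at about 35% in these data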;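 further: 0% = DMSO alone and 100% = 100 µM mitoxantrone as full dye displacement; higher means more dye released from RNA so lower well fluorescence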
NR1D1 modulator: modulates human Rev-erb alpha binding to DNA; 370,000 tested, 0.79% active; P20393; AID 1259318; activity, % at 10 µM; Rev-erbα–FITC-DNA binding, fluorescence polarization, 90 min;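 active means activity above about 14%, limit read from the data; passing the limit was not always enough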;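 further: 0% = DMSO wells with 35 nM protein and 100% = DMSO wells with 750 nM protein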
UHRF1 MBD2 ctr: UHRF1 methyl-DNA binding inhibition; Q96T88; UHRF1 binding to methylated oligo, TR-FRET; inhibition, % at 4.4 µM; 370,000 tested, 0.75% active; in the data active means inhibition above about 21%;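 further: UHRF1 SRA domain binding a hemimethylated CpG hairpin DNA probe; 0% = median of test compound wells and 100% = reference inhibitor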
TCR CD3 inh: inhibitors of human TCR-CD3 interaction. TAMRA-labeled TCR probe fluorescence, biochemical. inhibition, % at 9.4 µM. 360,000 tested, 0.37% active; in the data active means inhibition above about 19%;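 further: recombinant mutant TCR 2C K166C tagged with TAMRA read by polarization; 0% = receptor in buffer alone and 100% = receptor with positive control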
PRMT1 inh: PRMT1 (human) inhibition, primary screen | recombinant PRMT1, activity-based probe fluorescence polarization | Q99873 | 370,000 tested, 1.3% active | AID 652257 | inhibition, % at 2.79 µM;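 active means inhibition above about 21% made by adding two undisclosed values, limit read from the data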
Target sequence (Q99873 whole entry, looked up): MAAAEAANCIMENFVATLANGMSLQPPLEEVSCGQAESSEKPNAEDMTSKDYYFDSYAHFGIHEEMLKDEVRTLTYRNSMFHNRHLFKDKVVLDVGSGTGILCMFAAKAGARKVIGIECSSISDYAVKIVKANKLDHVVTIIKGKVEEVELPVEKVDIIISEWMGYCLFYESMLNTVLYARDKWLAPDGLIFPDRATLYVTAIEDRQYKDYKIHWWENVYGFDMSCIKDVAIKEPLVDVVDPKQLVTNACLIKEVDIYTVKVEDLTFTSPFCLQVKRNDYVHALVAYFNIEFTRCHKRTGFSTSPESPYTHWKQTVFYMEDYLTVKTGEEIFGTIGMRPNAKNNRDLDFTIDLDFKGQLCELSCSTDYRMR
HTRA1 inhibitor: blocks human HTRA1 serine peptidase; AID 504803; recombinant HTRA1, FP-rhodamine activity-based probe, fluorescence polarization; Q92743; inhibition, % at 5.96 µM; 340,000 tested, 0.5% active; in the data active means inhibition above about 36%;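 further: 0% = enzyme with DMSO and 100% = wells lacking enzyme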
MBD2 DNA inh: inhibitors of human MBD2 binding to methylated oligonucleotide. TR-FRET. inhibition, % at 4.4 µM. 370,000 tested, 0.31% active. AID 686964; in the data active means inhibition above about 13%
ABHD4 inh: inhibits mouse alpha/beta hydrolase domain 4; Q8VD66; inhibition, % at 8.92 µM; purified mABHD4, FP-Rh probe fluorescence polarization; 370,000 tested, 0.54% active; AID 720543;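 active means inhibition exceeding the mean over every tested compound plus 3 SD, cut at about 30% in these data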;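 further: 0% = plate median of compound wells and 100% = S159A mutant with DMSO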
Target sequence (Q8VD66 whole entry, looked up, the tested form may be a part): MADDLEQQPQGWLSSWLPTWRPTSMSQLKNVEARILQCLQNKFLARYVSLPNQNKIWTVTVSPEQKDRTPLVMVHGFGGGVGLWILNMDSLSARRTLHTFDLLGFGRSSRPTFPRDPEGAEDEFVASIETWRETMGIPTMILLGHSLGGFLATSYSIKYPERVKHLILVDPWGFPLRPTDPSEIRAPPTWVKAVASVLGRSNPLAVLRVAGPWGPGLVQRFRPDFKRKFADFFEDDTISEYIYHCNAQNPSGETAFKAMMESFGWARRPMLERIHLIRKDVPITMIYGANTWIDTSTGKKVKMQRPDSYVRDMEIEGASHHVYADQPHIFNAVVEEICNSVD
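System: mouse ABHD4 enzyme, wild type / Medium: HEPES pH 7.0, NaCl, Pluronic buffer / Reagent: FP-Rh activity-based fluorescent probe / Control set: S159A mutant high control, sample median low control / Detection: fluorescence polarization with parallel and perpendicular emission, 525/598 nm / Schedule: 45 min + 60 min at 25 °C / Compound dosing: 8.92 µM, single dose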
PG9 Ab binder: PG9 antibody binding by small molecule. TR-FRET gp120-PG9 antibody binding. inhibition, % at 6.7 µM. 360,000 tested, 0.43% active. AID 624416; in the data active means inhibition above about 8.5%
* hit, by the source's call; nt = not tested or not shown; & = joins results of further samples. A portion of the library; the hit share may differ from the screen's.

Values in the order: LEDGF integ inh	rCAG binder	NR1D1 modulator	UHRF1 MBD2 ctr	TCR CD3 inh	PRMT1 inh	HTRA1 inhibitor	MBD2 DNA inh	ABHD4 inh	PG9 Ab binder
CC(C)CN1CC(C)C(=O)NC1=S (configuration not stated)
  1	3	-3	5	0	-1	1	1	4	0.2
O=C(CCCSc1nc2ccccc2[nH]1)Nc1ccccc1
  5	-1	-3	-1	6	0	-9	1	-16	-0.2
Cc1cc(C)c2[nH]c(=O)c(C(c3nnnn3Cc3ccc4c(c3)OCO4)N3CCC(C)CC3)cc2c1 (configuration not stated)
  4	0	4	1	4	-4	-22	-8	-5	1.4
COCCNC(=O)[C@H]1N2C(=O)c3ccccc3C2SC1(C)C (some centres not stated)
  -1	-2	2	-1	1	1	-8	-6	3	-1.3
Cc1cc2nc(CCN3CCOCC3)n(S(=O)(=O)c3ccc(C(C)(C)C)cc3)c2cc1C
  0	1	-8	-2	1	-4	-8	-2	7	3.3
COc1ccc(C(=O)N/C(=C\c2ccccc2)C(=O)Nc2ccccc2C(=O)O)cc1
  5	20	-3	-3	6	3	-4	1	8	-0.5
O=C(Nc1cccc(S(=O)(=O)N2CCCC2)c1)c1ccccc1OC(F)F
  3	1	-1	3	6	-2	-8	-1	-22	-1.7
CN1CCN(P(=O)(c2ccccc2)c2nc3ccccc3s2)CC1 (configuration not stated)
  -4	-6	-1	0	-6	2	-1	5	-1	-1.0
CCCn1c(O)c(C=Nc2ccccc2)sc1=S
  -1	-1	6	0	2	0	-9	2	3	0.0
Cc1ccc(NS(=O)(=O)c2ccc(C(=O)NCCCN3CCOCC3)cc2)cc1
  -6	-2	1	0	-10	1	-1	1	-5	-0.8
CCN(CC)S(=O)(=O)c1ccc(N2CCOCC2)c(NC(=O)c2ccc(OC)c([N+](=O)[O-])c2)c1
  -3	1	-5	0	5	-2	-8	1	3	0.1
CC1(C)CC(NC(=O)C2CCCCC2)CC(C)(C)N1
  1	-4	-5	5	-6	10	-2	4	-15	-0.2
CCCCn1ccnc1C(=O)c1cccc(S(=O)(=O)N2CC(C)CC(C)C2)c1 (configuration not stated)
  3	-3	11	-3	1	-5	-26	3	-1	-3.6
CC(C)CCNC(=O)c1onc(CSc2ccc(F)c(F)c2)c1C(=O)NCCC(C)C
  -1	1	-1	1	-1	3	-6	-1	-1	0.8
CN(C)S(=O)(=O)c1ccc2c(c1)C(=O)c1cc(S(=O)(=O)N(C)C)ccc1CC2
  0	2	4	-14	6	-2	-4	2	-4	-1.6
Cc1ccc(-c2nc3ccccc3c(=O)n2CCN2CCOCC2)cc1
  -1	-5	-3	0	-1	4	-1	9	5	-0.2
Fc1ccc(N2CCN(C(c3cccs3)c3nnnn3C3CCCC3)CC2)cc1 (configuration not stated)
  1	-2	-1	-2	1	1	-18	-1	-1	-1.3
COc1ccc(CSc2nnc(C)s2)cc1F
  -2	-4	-4	-1	-3	2	-1	7	6	-0.5
O=C(Nc1ccc2c(c1)OCCO2)C1CC(O)CN1C(=O)Nc1ccccc1 (configuration not stated)
  3	2	0	0	4	-5	10	1	-1	-1.0
C/C(=N\NC(=O)c1nn(C)c(C)c1Br)c1cccc(NC(=O)c2ccc(F)cc2)c1
  -5	-2	-5	3	-5	2	1	-2	0	-0.4
COc1cc(OC)c(OC)cc1CN(C)CC1CCCN(CCc2ccccc2F)C1 (configuration not stated)
  -1	-13	-1	-1	-3	-1	4	-2	-4	-2.7
Cc1c(N=C2Nc3cccc4cccc2c34)c(=O)n(-c2ccccc2)n1C
  0&-2	1&-1	7&1	0&-4	-1&3	5&0	7&-1	0&2	5&3	-3.8&-5.8
COc1ccc(Cl)cc1S(=O)(=O)N1CCC(C(=O)NCC2CCCO2)CC1 (configuration not stated)
  4	-6	5	0	1	-1	4	0	-1	-1.3
COc1ccc(CCNC(=O)C/C(C)=N/NC(=O)c2cnccn2)cc1
  2	1	-3	-2	-2	-3	1	1	-2	-2.4
O=C(NNC(=O)c1ccc[nH]1)c1cc(Cl)cc(Cl)c1
  -3	-4	-6	0	-7	1	2	4	6	-1.9
CCCCNC(=O)CNC(=O)c1nn(-c2ccc(OC)c(Cl)c2)c(=O)c2ccccc12
  4	-1	12	0	5	3	1	0	3	3.0
COC(=O)c1cc2c(ccn2-c2ccc(F)cc2)n1CC(C)C
  2	2	1	1	6	1	-7	2	6	-0.8
Cc1nnc(SCC(=O)N(CCC#N)c2ccc3c(c2)OCCO3)s1
  0	3	-2	0	5	3	1	0	4	0.6
O=C(Cc1ccccc1)N/N=C/c1ccc(S(=O)(=O)O)o1
  -4	1	-7	2	-8	5	3	1	7	0.1
Cc1ccc(C(C)NC(=O)c2cc(C)oc2C)cc1 (configuration not stated)
  0	0	9	1	-1	1	-2	-1	-1	0.8
COc1ccc(Sc2nc3ccccc3n3c(C(F)(F)F)nnc23)cc1
  4	-1	56*	-4	0	-2	-1	-7	8	-4.6
COc1ccc(-c2c[n+]3c(n2-c2c(C)n(C)n(-c4ccccc4)c2=O)CCCCC3)cc1
  4	2	-3	4	-10	-3	-2	5	-1	-1.1
O=C(CNS(=O)(=O)c1ccccc1)Nc1cccc([N+](=O)[O-])c1
  1	4	-4	11	6	2	5	-5	3	0.6
CCC(C)(C)NC(=O)C(c1ccc(O)cc1)N(CCOC)C(=O)CCC(=O)Nc1nccs1 (configuration not stated)
  -1	-4	6	0	0	-3	2	2	-5	-0.8
CCOC(=O)c1cc(CC)sc1NC(=O)CC1Sc2ccc(C(F)(F)F)cc2NC1=O (configuration not stated)
  2	0	1	2	-7	3	1	8	-7	1.1
CCOc1nc(Nc2ccc(OC)c(Cl)c2)nc(N2CCN(c3ccc(OC)cc3)CC2)n1
  0	5	2	7	0	1	1	0	1	-1.1
COc1ccc(C(=O)CSc2nc3ncccc3[nH]2)cc1OC
  2	-1	-4	3	-5	-1	nt	-4	-6	-0.6
O=C(CSc1nnnn1C1CC1)Nc1ccc(S(=O)(=O)N2CCOCC2)cc1
  3	4	-5	-2	0	1	3	-3	1	-2.0
C=CCOc1ccc(CNn2nnnc2N)cc1
  -1	7	-1	10	-1	6	4	8	-19	-0.7
Cc1nc2cc(-c3cccc(F)c3)nn2c(C)c1CCC(=O)N1CCN(c2ccccn2)CC1
  3	0	-4	-1	0	-4	-2	-3	0	-0.5
CCOc1ccccc1N(CC)C(=O)c1ccc2c(=O)n3c(nc2c1)CCCCC3
  3	-8	4	4	0	0	-7	8	13	-0.9
Cc1ccc(C(=O)NCC(=O)N2CCN(S(=O)(=O)c3cccs3)CC2)s1
  3	-3	1	-1	5	-3	2	6	3	-0.8
Nc1ccc(Sc2nc3ccccc3[nH]2)cc1
  -7	0	-3	-1	-8	0	5	2	-3	-0.1
CSc1ncccc1C(=O)N1CCC1(C)C(=O)NC(C)C (configuration not stated)
  -1	1	-1	3	-4	4	nt	-1	8	-1.8
COCCCNC(=O)Cn1nc(Cc2ccncc2)c2ccccc2c1=O
  -1	3	1	-1	nt	-1	nt	-7	1	nt
O=C(c1ccc2c(c1)OCCO2)N1CCN(c2ncc(C(F)(F)F)cc2Cl)CC1
  -2	-5	-3	6	-6	0	-10	5	-4	-0.5
OCCC1CN(Cc2ccc3c(c2)CCO3)CCN1Cc1ccc(F)cc1 (configuration not stated)
  -6	-11	4	7	-10	6	4	7	-9	-2.3
CCSc1nnc([C@H](Cc2ccccc2)NC(=O)OC(C)(C)C)o1
  1	-9	-2	0	2	2	0	4	3	-0.6
CCOC(=O)c1ccc(S(=O)(=O)N2CCN(CC(=O)NC(=O)NC3CCCCC3)CC2)cc1
  -1	2	-2	1	11	0	1	-1	11	-1.3
C[C@H](CO)N1C[C@H](C)[C@@H](CN(C)Cc2ccccc2)Oc2c(NC(=O)C3CCCCC3)cccc2C1=O
  -1	-4	6	-2	7	-3	-29	2	-15	0.0
OCCC1CN(Cc2cc3c(cc2Cl)OCO3)CCN1C1CCCC1 (configuration not stated)
  7	-5	6	2	6	-6	4	-5	0	-1.1
O=C(NCC(c1ccco1)N1CCCC1)c1ccc(S(=O)(=O)Nc2ccccc2Cl)cc1 (configuration not stated)
  -1	30	-2	-5	-1	0	4	-4	-2	1.7
COc1c(C)cccc1C(=O)Nc1ccc(N2CCN(S(C)(=O)=O)CC2)cc1
  4	-4	-1	2	2	0	-3	4	0	-0.7
CC(=O)Nc1ccc(/C=C(\C#N)C(N)=O)cc1
  2	1	7	-1	-2	0	nt	-7	1	0.3
CC(C)=CC(=O)Nc1cccc(S(=O)(=O)NC2=NCCCCC2)c1
  -7	-2	4	-2	-11	6	-1	-5	1	0.2
COc1cccc(C(=O)Nc2cccc(NC(=O)c3ccccc3Cl)c2)c1
  0	-5	-1	-2	-4	2	-45	-3	-23	-0.5
CC1(c2nnc(-c3ccncc3)o2)CC(c2c(Cl)cccc2Cl)=NO1 (configuration not stated)
  3	-1	-3	1	-1	1	2	-5	3	0.8
CCOc1ccc(-n2c(=S)sc3c(=O)n(-c4ccccc4)c(SC)nc32)cc1
  -5	1	-6	0	-2	1	-7	1	3	0.4
COc1cccc(N2C(=O)c3cccnc3C2O)c1 (configuration not stated)
  3	10	-7	-3	2	3	7	-6	2	-2.8
CCCC1=[N+](CC(=O)c2ccccc2)CCn2c(C)ccc21
  4	3	4	4	-3	5	17	-3	1	1.7
